Screening results deposited in PubChem by NMMLSC.
GRK2 inh = blocks RNA aptamer binding to human GRK2. P25098. bead flow cytometry, FAM-aptamer displacement from GRK2. inhibition of aptamer binding, % at 10 µM. 0.59% of 330,000 active;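 active means inhibition of aptamer binding above 40%, roughly 3 SD of noise, on plates passing a quality check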;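 further: median bead fluorescence of bound FAM aptamer so fluorescent compounds give negative values; no value below 0 was filed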
VLA-4 inh = inhibition in a human VLA-4 binding assay | 0.2% of 330,000 active | inhibition, % (about 7 µM as worked out from the volumes in the protocol) | AID 2557 | VLA-4 expressing cells, ligand binding flow cytometry; in the data active means inhibition above about 50%
Target sequence (P13612 whole entry, looked up): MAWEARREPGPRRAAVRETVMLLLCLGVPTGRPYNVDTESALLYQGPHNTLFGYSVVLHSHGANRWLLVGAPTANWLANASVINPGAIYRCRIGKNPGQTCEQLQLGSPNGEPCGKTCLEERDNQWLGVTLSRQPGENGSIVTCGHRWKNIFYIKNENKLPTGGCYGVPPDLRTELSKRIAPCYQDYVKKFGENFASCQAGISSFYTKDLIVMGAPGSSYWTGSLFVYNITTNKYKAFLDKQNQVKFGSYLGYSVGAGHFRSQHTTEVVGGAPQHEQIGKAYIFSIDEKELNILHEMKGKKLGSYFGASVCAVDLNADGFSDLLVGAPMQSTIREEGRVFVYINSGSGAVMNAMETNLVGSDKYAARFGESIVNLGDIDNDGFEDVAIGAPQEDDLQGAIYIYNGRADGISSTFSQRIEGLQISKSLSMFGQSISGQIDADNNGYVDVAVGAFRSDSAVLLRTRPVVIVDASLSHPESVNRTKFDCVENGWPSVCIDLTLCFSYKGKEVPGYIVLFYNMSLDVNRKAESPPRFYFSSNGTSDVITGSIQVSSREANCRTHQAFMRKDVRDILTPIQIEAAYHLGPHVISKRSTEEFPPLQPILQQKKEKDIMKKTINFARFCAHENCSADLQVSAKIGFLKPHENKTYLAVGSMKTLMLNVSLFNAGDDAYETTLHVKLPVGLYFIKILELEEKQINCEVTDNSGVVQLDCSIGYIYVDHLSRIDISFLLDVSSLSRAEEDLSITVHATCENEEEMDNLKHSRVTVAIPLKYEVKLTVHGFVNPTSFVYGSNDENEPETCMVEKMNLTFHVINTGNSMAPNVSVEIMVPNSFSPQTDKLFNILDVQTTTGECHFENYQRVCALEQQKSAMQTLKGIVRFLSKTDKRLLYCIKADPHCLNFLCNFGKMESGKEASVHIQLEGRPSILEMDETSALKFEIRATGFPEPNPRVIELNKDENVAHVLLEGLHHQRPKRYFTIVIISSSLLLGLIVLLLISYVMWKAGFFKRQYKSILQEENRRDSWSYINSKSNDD
AGP1 TOR yeast = yeast TOR pathway AGP1-GFP modulation; S. cerevisiae AGP1-GFP multiplex flow cytometry, 3 h; GFP as percent of DMSO wells; GFP response vs DMSO, % at 10 µM; 0.02% of 320,000 active; AID 2066;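 active means GFP response relative to DMSO above a set limit, near screen average plus 3 SD, cut at about 150% in these data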;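 further: median GFP channel fluorescence of the gated AGP1 strain per well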
MEP2-GFP yeast = modulators of TOR pathway MEP2-GFP in S. cerevisiae; S. cerevisiae MEP2-GFP strain, flow cytometry GFP, 3 h; 100% = DMSO control level; GFP response vs DMSO, % at 10 µM; 0.51% of 330,000 active; AID 2016;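 active means GFP response versus DMSO above a set limit, roughly screen mean plus 3 SD, cut at about 180% in these data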;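 further: median GFP fluorescence of the barcode-gated MEP2-GFP cells per well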
LAP4-GFP MLPCN = modulators of TOR pathway LAP4-GFP in S. cerevisiae; S. cerevisiae LAP4-GFP multiplex, flow cytometry GFP, 3 h; median GFP as percent of DMSO wells; GFP response vs DMSO, % at 10 µM; 0.34% of 320,000 active; AID 2023;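 active means GFP response vs DMSO above a set limit, about the screen mean plus 3 SD, cut at about 150% in these data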
RPL19A TOR yeast = modulators of TOR pathway RPL19A-GFP in S. cerevisiae; AID 2025; 0.3% of 330,000 active; percent response vs DMSO, % at 10 µM; S. cerevisiae RPL19A-GFP strain, flow cytometry, 3 h; stronger effect = lower value;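 active means percent response vs DMSO below 50%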;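 further: median channel GFP fluorescence of the barcoded RPL19A-GFP strain; ratio of sample median GFP to plate DMSO average so 100% = DMSO; lower means less RPL19A-GFP as with rapamycin TOR inhibition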
Yeast superoxide = caloric restriction mimetics inhibiting age-related superoxide in yeast; superoxide response (% of plate mean), % at 10 µM; S. cerevisiae aged cells, superoxide DHE fluorescence; stronger effect = lower value; 0.18% of 330,000 active;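 active means superoxide response under a set limit, about three screen SD below normal, cut at about 65% in these data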;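 further: yeast aged for seven days with compound at 30 °C before DHE staining; 100% = average MFI of all compound-treated wells on the plate with controls excluded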
CIT2-GFP yeast = yeast TOR pathway CIT2-GFP modulation | S. cerevisiae CIT2-GFP strain, flow cytometry, 3 h; 100 means same as DMSO wells | GFP response vs DMSO, % at 10 µM | 0.065% of 320,000 active;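 active means GFP response relative to DMSO above a set limit, near the screen mean plus 3 SD, cut at about 150% in these data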;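 further: ratio of well median GFP fluorescence to mean of DMSO wells on the plate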
Active calls of the source: *; x = not tested or not shown.

SMILES	GRK2 inh	VLA-4 inh	AGP1 TOR yeast	MEP2-GFP yeast	LAP4-GFP MLPCN	RPL19A TOR yeast	Yeast superoxide	CIT2-GFP yeast
CCc1ccc(CNC(=O)C2CCCN(c3nc4ccccc4o3)C2)cc1 (stereo unspecified)	0	-19	100	106	105	104	100	91
N#Cc1ccc(C(=O)CSc2n[nH]c(=O)n2Cc2ccco2)cc1	4	0	108	100	104	96	97	96
CCc1ccc(NC(=O)c2noc3c2CCC3)cc1	0	19	92	101	101	96	99	93
COc1ccccc1CNC(=O)COC(=O)C12CC3CC(CC(O)(C3)C1)C2	2	19	93	100	104	96	78	94
NC(=O)C1(N2CCCCC2)CCN(CC(=O)Nc2ccc(Oc3ccccc3)cc2)CC1	0	6	107	106	103	100	114	100
Cc1nc2ccc(NC(=O)N3CCSCC3)cc2s1	0	2	93	93	91	94	117	92
O=C(CSc1ccc2nnc(-c3ccc(F)cc3)n2n1)N1CCOCC1	1	7	53	108	105	100	99	68
O=C(c1ccc(Br)c(S(=O)(=O)N2CCCCC2)c1)N1CCCCC1	1	10	95	102	80	100	100	99
CCN(CC)c1nc(Nc2ccccc2)nc(Oc2ccc(=O)[nH]n2)n1	0	1	99	103	101	95	93	98
CCNC(=O)C(Sc1ccccc1)c1ccccc1 (stereo unspecified)	0	8	96	102	98	96	102	91
COCc1cc(=O)[nH]c(Cc2c(Cl)cccc2Cl)n1	0	-10	100	117	110	106	85	106
Cc1ccc(NC(=O)C2CCCCC2)cc1C	4	1	74	92	131	93	108	67
NC(=O)c1cccn(Cc2ccc(C(F)(F)F)cc2)c1=O	0	9	110	105	108	101	96	104
COc1ccccc1NC(=O)c1ccc(NC(=O)c2ccc(=O)[nH]c2)cc1	0	16	99	93	104	97	101	98
COc1cccc(C(=O)Nc2cc(C(=O)NCc3ccc(C)cc3)ccc2N2CCC3(CC2)CC(c2cccc(Br)c2)=NO3)c1	1	2	98	99	146	102	101	130
CC1=NN(c2ccccc2)C(=O)/C1=C\c1ccc(Oc2ccc([N+](=O)[O-])cc2[N+](=O)[O-])cc1	3	-7	98	98	82	100	94	99
CC(NC(=O)C(C)N1C(=O)C2C3CC(C(Br)C3Br)C2C1=O)c1ccccc1 (stereo unspecified)	0	2	100	103	89	97	102	101
O=C(Cn1cnc2ccccc2c1=O)Nc1ccc(-c2nnc3n2CCCCC3)cc1	1	2	91	102	102	99	131	96
COc1ccc(Nc2ncccc2C(=O)O)cc1	4	0	103	100	90	107	95	x
CC(NC(=O)COc1ccc(Oc2ccccc2)cc1)C(=O)O (stereo unspecified)	52*	8	112	106	100	103	93	104
CC1CCCC(NC(=O)CN2C(=O)NC(C)(c3cc(F)ccc3F)C2=O)C1C (stereo unspecified)	0	17	102	104	98	99	88	106
CCCCC(CC)CN=C(N)NC(N)=NCCCCCCN=C(N)NC(N)=NCC(CC)CCCC (stereo unspecified)	0	29	85	104	160*	95	76	60
CCOC(=O)CCC(=O)Nc1cccc([N+](=O)[O-])c1	5	19	103	101	96	106	109	106
CCSc1cc(C)nc2ncnn12	1	16	111	104	104	104	85	100
O=C(NNc1ncnc2c1cnn2-c1ccc(F)cc1)c1cccs1	2	-1	85	99	90	93	96	98
NCCCC[C@@H]1NC(=O)[C@H](CCC(=O)O)NC(=O)c2cc([N+](=O)[O-])cc(I)c2OCC[C@@H](C(N)=O)NC1=O	5	0	87	94	104	95	103	99
COc1ccccc1N1CCN(C(=O)c2ccc3[nH]c4c(c3c2)CC(C)CC4)CC1 (stereo unspecified)	4	10	101	97	94	103	103	99
Cc1ccc(NC(=O)N2CCc3ccccc32)cc1C	2	12	96	91	94	113	104	93
CC(CNS(=O)(=O)c1ccccc1)(c1ccccc1)N1CCCCC1 (stereo unspecified)	5	2	96	103	98	97	101	96
O=C(COC(=O)c1cc(=O)[nH]c2ccccc12)NC(=O)NC1CCCCC1	4	-12	92	98	95	94	95	97
Cc1ccc(S(=O)(=O)Nc2ccccc2C(=O)OC(C)C(=O)Nc2ccc3ccccc3c2)cc1[N+](=O)[O-] (stereo unspecified)	1	0	103	107	92	102	95	101
Cc1cc(C)cc(OCC(O)CN2CCN(C(=O)c3ccco3)CC2)c1 (stereo unspecified)	0	2	95	98	93	98	104	96
O=C(Nc1ccc(C(=O)N2CCCCC2)cc1)C1=CSCCO1	1	-4	105	108	102	106	101	106
CCOC1CS(=O)(=O)CC1OCC (stereo unspecified)	0	6	105	104	105	107	100	105
CCOC(=O)c1c(NC(=O)Cn2ccsc2=N)sc(C)c1C	0	3	105	99	97	99	90	104
Nc1c(Cl)cc(C2=NCCn3nc4ccccc4c32)cc1Cl	3	-1	86	89	116	93	98	83
Cc1ccc(NC(=O)c2nnn(-c3ccc4c(c3)OCCO4)c2N)cc1	2	9	99	102	104	101	112	93
Cc1cc(OC(=O)c2ccccc2C)c([N+](=O)[O-])c(=O)[nH]1	2	13	109	106	103	100	109	107
CCCn1c(C(O)c2ccc3c(c2)OCO3)nc2ccccc21 (stereo unspecified)	0	21	102	106	100	101	95	102
CC(=O)N1N=C(c2c(-c3ccccc3)c3cc(Br)ccc3[nH]c2=O)CC1c1ccco1 (stereo unspecified)	3	-2	109	112	105	108	111	108
CC(C)(C)CN1CCNC[C@H]1Cc1cccc2ccccc12	5	5	102	110	101	101	103	101
CC(=O)c1cccc(NC(=O)CCC(=O)Oc2ccc(C)cc2)c1	1	0	104	106	99	106	107	104
CCOc1ccc(S(=O)(=O)N2CCC(c3ccccc3)CC2)cc1C(=O)O	1	7	102	101	92	100	100	99
O=C(CSc1nnc(Cn2nnc3ccccc32)o1)Nc1ccc(Cl)cc1	0	-20	101	109	97	102	119	108
Cc1ccc(O)c(NC(=S)NC(=O)/C=C/c2ccco2)c1	0	-36	96	99	99	99	85	100
Cc1ccc(SCCC(=O)N2CCN(S(=O)(=O)c3ccccc3)CC2)cc1	0	9	96	98	97	97	105	95
CCOc1ccc(/C=N/n2c(-c3ccccc3)n[nH]c2=S)cc1	0	-6	98	100	96	99	95	97
CC(=O)O/N=C/c1c(N2CCOCC2)n(C)c2ccccc12	1	25	107	105	112	105	108	107

Complete entries from above. Order of values: GRK2 inh	VLA-4 inh	AGP1 TOR yeast	MEP2-GFP yeast	LAP4-GFP MLPCN	RPL19A TOR yeast	Yeast superoxide	CIT2-GFP yeast
Profile of Cc1cc(OC(=O)c2ccccc2C)c([N+](=O)[O-])c(=O)[nH]1 : 2	13	109	106	103	100	109	107
Profile of O=C(CSc1nnc(Cn2nnc3ccccc32)o1)Nc1ccc(Cl)cc1 : 0	-20	101	109	97	102	119	108
Profile of CC(C)(C)CN1CCNC[C@H]1Cc1cccc2ccccc12 : 5	5	102	110	101	101	103	101
Profile of CC(=O)N1N=C(c2c(-c3ccccc3)c3cc(Br)ccc3[nH]c2=O)CC1c1ccco1 (stereo unspecified) : 3	-2	109	112	105	108	111	108
Profile of Cc1ccc(O)c(NC(=S)NC(=O)/C=C/c2ccco2)c1 : 0	-36	96	99	99	99	85	100

Following part
SMILES	GRK2 inh	VLA-4 inh	AGP1 TOR yeast	MEP2-GFP yeast	LAP4-GFP MLPCN	RPL19A TOR yeast	Yeast superoxide	CIT2-GFP yeast
CCN(CC)CCN1C(=O)C(=O)/C(=C(/O)c2ccc(S(=O)(=O)N3CCOCC3)cc2)C1c1ccc(C(C)(C)C)cc1 (stereo unspecified)	1	1	114	112	106	109	98	107
CCCc1cc(C(=O)N2CCCN(C)CC2)cs1	0	0	115	117	122	113	108	115
O=S(=O)(c1ccccc1)N1CCN(C(=S)NC2CCCC2)CC1	0	8	94	102	70	112	102	97
CCC(C(=O)NCC1CCCO1)N(Cc1ccc(F)cc1)C(=O)CNS(=O)(=O)c1ccccc1 (stereo unspecified)	78*	6	95	84	84	96	101	103
COCc1cc(=O)n2[nH]c(C(F)(F)F)nc2n1	4	4	98	100	98	100	98	108
COc1ccc(C(=O)NCC(=O)N/N=C/c2ccc(C)o2)cc1OC	1	-12	83	88	82	98	97	88
CCN(CC(=O)Nc1c(F)cccc1F)C(=O)Cc1csc(-c2ccccc2)n1	2	12	108	98	95	97	99	99
Cc1ccc(/C=N/NC(=O)c2nnn(-c3nonc3N)c2CN(C)C)s1	0	13	92	91	90	93	98	97
O=[N+]([O-])c1cccc(-c2ccc(/C=N/NC(=S)Nc3ccccc3)o2)c1	0	1	93	103	105	97	121	94
CN(c1ccc(C(=O)N2CCCCC2)cc1)S(=O)(=O)c1ccccc1	2	-25	100	101	101	97	111	105
CC(C)c1cccc(C(C)C)c1NC(=O)CN1CCCC1	2	6	101	100	99	100	89	102
O=C(O)Cn1nc(C(F)(F)F)c2c1CCC2	0	9	99	100	98	97	87	90
COC(=O)Cn1cc(C(=O)c2cccs2)c2ccccc21	0	34	104	106	112	103	108	106
Cc1cc(C)c2c(-n3cccc3)nn(CC#N)c2n1	0	35	97	99	95	96	105	91
COc1ccccc1CNS(=O)(=O)c1c(C)[nH]c(=O)[nH]c1=O	1	29	102	105	100	100	120	104
COc1ccc(OC)c(C2C(C(=O)O)c3ccccc3C(=O)N2C)c1 (stereo unspecified)	0	-1	95	95	93	95	106	86
Cc1ccc2c(c1)C1C[N+](C)(CC(=O)c3ccccc3)CCC1N2C(=O)c1ccccc1Cl (stereo unspecified)	0	-7	99	112	97	100	95	111
CCCC(=O)Nn1cnc2c(c1=O)C1(CCCC1)Cc1ccccc1-2	1	26	102	102	99	98	86	106
Cc1noc(C(=O)N2CCN(c3ccccc3)CC2)c1Cl	0	-13	100	100	105	94	87	111
Cc1ccc(-c2csc(NC(=O)c3ccc4c(=O)n5c(nc4c3)CCCCC5)n2)cc1	1	5	106	108	96	111	115	104
CC1(C)CC(=O)C(C=NC(CCC(N)=O)C(=O)O)=C(O)C1 (stereo unspecified)	1	21	73	95	92	109	106	69
CCN1CCCC1CNC(=O)c1cc2cc(F)ccc2[nH]1 (stereo unspecified)	0	12	100	108	90	105	116	97
COC(=O)c1sc(NC(=S)NC(=O)c2cc(OC)c(OC)c(OC)c2)nc1C	1	-4	100	114	97	103	108	110
Cc1cnc(NC(=O)CSc2nnc(-c3ccccc3)o2)s1	0	10	100	104	108	104	90	101
CCOc1ccc(C2C(C#N)=C(N)N(c3sc4c(c3C#N)CCCC4)C3=C2C(=O)CCC3)cc1 (stereo unspecified)	2	-3	108	93	100	92	120	95
CSc1cccc(NS(=O)(=O)c2ccc(-c3coc(C)n3)cc2)c1	3	2	105	104	102	103	89	102
O=C(CN1CCCCC1)Nc1cccc(Cl)c1Cl	1	8	101	103	102	99	110	103
COc1cc(OC)cc(C(=O)NCCC(=O)NCCc2ccc(OC)c(OC)c2)c1	7	18	102	97	94	101	92	97
CN(C)S(=O)(=O)c1cccc(NC(=O)COC(=O)c2ccc(Br)o2)c1	0	12	104	103	91	104	92	x
Cc1c(Cl)cccc1NC(=O)CNC(=O)C1CCN(C(=O)Nc2ccccc2)CC1	0	14	98	101	92	95	97	89
CCN(c1ccc(NC(=O)c2ccc(Cl)nc2)cc1)C(C)C	2	19	109	108	122	106	103	112
Cc1nnc(NC(=O)CSc2nnc(CNC(=O)c3ccc(S(=O)(=O)N(C)C)cc3)o2)s1	1	-2	100	97	103	95	108	91
Cc1ccc(-c2c(C)sc(=NC(=O)c3ccco3)n2C)cc1	2	18	100	108	118	99	91	100
COc1ccccc1-c1ccc(SCc2cccc(F)c2)nn1	0	14	99	95	119	97	98	91
Nc1nc(N)nc(-c2cc(O)ccc2O)n1	11	3	70	86	79	93	117	98
COc1ccc(C(=O)N/N=C/c2c(C)[nH]c(=O)[nH]c2=O)cc1	2	-5	110	107	107	102	96	102
